Compound activity (PubChem)
12-LOX inh: ALOX12 (human) lipoxygenase inhibition | P18054 | purified 12hLO, xylenol orange hydroperoxide absorbance | Potency, µM (doses to about 108 µM), without a hit: at the highest dose activity change, negative = inhibition, hits mostly inhibitors | 1.1% of 580,000 active; active means well fitted inhibition curve with a large enough effect; inconclusive means small, poorly fitted or top-dose-only effect, or another doubt; inactive means no such curve, though single readings can be large or run the other way
Target sequence (P18054 whole entry, looked up): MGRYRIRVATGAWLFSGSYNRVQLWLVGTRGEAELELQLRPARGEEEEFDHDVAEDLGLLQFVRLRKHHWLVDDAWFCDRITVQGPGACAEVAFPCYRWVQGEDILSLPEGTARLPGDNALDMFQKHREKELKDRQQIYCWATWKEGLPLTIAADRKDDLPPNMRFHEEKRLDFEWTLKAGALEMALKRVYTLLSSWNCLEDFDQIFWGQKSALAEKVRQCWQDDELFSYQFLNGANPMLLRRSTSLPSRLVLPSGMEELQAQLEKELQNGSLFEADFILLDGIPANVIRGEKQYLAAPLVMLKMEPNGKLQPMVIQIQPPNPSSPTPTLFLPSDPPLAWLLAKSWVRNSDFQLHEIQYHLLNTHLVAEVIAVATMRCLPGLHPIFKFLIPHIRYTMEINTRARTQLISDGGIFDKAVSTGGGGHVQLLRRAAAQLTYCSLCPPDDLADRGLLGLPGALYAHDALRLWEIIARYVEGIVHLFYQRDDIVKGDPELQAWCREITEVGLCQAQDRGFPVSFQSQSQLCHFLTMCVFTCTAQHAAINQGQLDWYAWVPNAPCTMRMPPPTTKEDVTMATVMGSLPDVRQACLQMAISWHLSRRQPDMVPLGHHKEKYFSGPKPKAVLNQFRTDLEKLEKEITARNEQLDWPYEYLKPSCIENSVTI
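Purified human 12hLO (150 nM final) in 25 mM Hepes, 0.01% Triton X-100, pH 7.0 was preincubated 15 min at room temperature with compound. Then 40 uM arachidonic acid was added, 30 min. Hydroperoxide was read by Fe-XO absorbance ratio 573/405 nm.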
Numbers without * were called inactive; u = inconclusive; [ ] = remark or other dose. On the % scale 0 is the no-effect control and ±100 the full control effect; potency means the concentration at half of the fitted maximal effect. A portion of the library (hit frequency here may not be typical).

SMILES	12-LOX inh
COc1ccc(C[C@H](NC(=O)[C@@]2(O)C[C@@H](O)[C@H](O)[C@@H](NC(=O)CC(C)(C)C)C2)C(N)=O)cc1	46.7%[activator]
O=C(c1ccc2nccn2c1)N1CCN(c2ncccn2)CC1	7.4%[176 µM]
CN(C)C[C@H]1C[C@H](CO)CN(C(=O)c2cccc(CCC(C)(C)O)c2)C1	17.3%
O=C(NC1CCCc2ccccc21)c1csc2c1CCCC2 (stereo unspecified)	-24.9%
O=C(CCc1c[nH]c2ccccc12)Nc1cccc(Cl)c1	u
CC1(C(=O)N2CCN(c3ncccn3)CC2)CCOCC1	-15.2%[6.33 µM]
Cc1ccc(NS(=O)(=O)c2cc([N+](=O)[O-])ccc2N/N=C/c2ccc(C#N)cc2)c(C)c1	u
Cc1cccc(S(=O)(=O)N2CCC3(C2)C(=O)N(C)c2ccccc23)c1 (stereo unspecified)	-20.1%
CCOc1ccc(-c2cc3c(=O)n(CCNC(=O)c4cccc(Cl)c4)ccn3n2)cc1	29.5%
COc1cccc(OC)c1C(=O)Nc1ccc2c(c1)CN(Cc1ccccc1F)C(=O)C(C)O2 (stereo unspecified)	52.6%[activator]
COc1ccc(C2CCCN2Cc2cc(=O)oc3cc(C)ccc23)cc1 (stereo unspecified)	u
Cc1ccccc1OC1(C(=O)O)CCN(Cc2ccc(CO)o2)CC1	8.3%
O=C(Cn1nc2c(cc1=O)CCCCC2)Nc1cccc(Cl)c1	115.0%[activator]
CCC(=O)N1CCC2(CC1)OCC(C(=O)NCc1ccccc1)N2C(=O)c1ccc(C)cc1 (stereo unspecified)	42.2%[activator]
COCc1nc(C2CC(NC(=O)c3c(F)ccc(C)c3Cl)C2)cc(=O)[nH]1 (stereo unspecified)	121.4%[activator]
CSC1=N/C(=C\c2cccc(Oc3ccccc3)c2)C(=O)S1	u
O=C(c1[nH]nc2c1COc1ccccc1-2)N1CCC(Cc2nncn2CC2CC2)CC1	110.1%[activator]
c1ccc2cc3n[nH]nc3cc2c1	-26.6%
O=C(c1ccc(-n2cccc2)cc1)N1CCN(S(=O)(=O)c2ccc(C(F)(F)F)cc2)CC1	u
CN(C)Cc1nnc(C2CC(NC(=O)Cc3noc4ccccc34)C2)n1C (stereo unspecified)	-9.7%
CC(C)CC(C)N(C)C(=O)NCc1cccc(N(C)C)c1 (stereo unspecified)	u
Cn1cc(CN2C[C@H](C(=O)Nc3cccc(F)c3)C[C@H]2c2cccc(C(F)(F)F)c2)cn1	u
CC(C)N1CCC(CCN2C(=O)[C@H]3CN(S(=O)(=O)c4ccccc4)C[C@H]3C2=O)CC1	30.3%[activator]
O=C(c1ccc(OC(F)F)cc1)N1CCC(NS(=O)(=O)c2cccs2)CC1	-4.4%
CCc1cccc(CC)c1NC(=O)Cn1cnc2c1c(=O)n(C)c(=O)n2C	-41.9%
COc1ccccc1OCCNC(=O)CCC[C@@H]1[C@H]2CCCN3CCC[C@@H](CN1C(C)=O)[C@@H]23	23.4%
CC(OC(=O)c1cc(Br)c[nH]1)C(=O)c1c[nH]c2ccccc12 (stereo unspecified)	u
COc1cc(-c2onc(C)c2C(=O)NCc2cccc(F)c2F)cc(OC)c1OC	12.3%
CC(C)C(=O)Nc1ccc2c(C(C(=O)O)N3CCN(c4cccc(Cl)c4)CC3)c[nH]c2c1 (stereo unspecified)	38.7%[activator]
O=C([C@@H]1C[C@H](F)CN1C(=O)Nc1ccc(Cl)cc1)N1CCCCC1	43.9%[activator]
CCn1c(N2CCN(Cc3ccc(Br)cc3)CC2)nc2c1c(=O)[nH]c(=O)n2C	-21.2%
CCOC(=O)CCNC(=O)N1CCCC(c2nc(C(C)C)no2)CCNC(=O)CC1 (stereo unspecified)	15.9%
COc1ccc(NC(=O)C(=O)c2c(C)n(C)c3ccccc23)cc1OC	-15.8%
CCCCN(Cc1ccccc1)c1ccc(NS(=O)(=O)c2ccccc2Cl)cc1C(=O)O	u
Cn1c(=O)c2c(nc(NCC(O)c3ccccc3)n2Cc2ccc(Cl)cc2Cl)n(C)c1=O (stereo unspecified)	-5.0%
Cc1cc(C(F)(F)F)nn1CC(=O)NCC12CCC=C1N(C)C(=O)CC2 (stereo unspecified)	50.4%[activator]
Cc1cc(SCc2cc(Cl)c3c(c2)OCCCO3)nc(C)n1	u
O=C(Nc1ccc(Br)cc1)N1CCSc2ccccc21	u
Cc1ccsc1[C@@H]1CCN(Cc2ccc(C#CC(C)(C)O)cc2)C[C@H]1O	44.7µM*
Cc1cc(C(F)(F)F)nn1CCNC(=O)C1COc2ccccc2C1 (stereo unspecified)	71.3%[activator]
C=CCn1c(C)cc(C(=O)COC(=O)c2nn(CCC)c(=O)c3ccccc23)c1C	35.0%[activator]
Cc1[nH]nc(CCC(=O)N2CC[C@@H](NC(=O)c3cnccn3)[C@H](O)C2)c1C	-0.6%
COc1cc(C2CC(=O)N3CN(c4ccc(F)cc4)CSC3=C2C#N)cc(Br)c1O (stereo unspecified)	u
N#Cc1c(SCCN2CCOCC2)nc(N2CCCC2)c2c1CCCC2	5.5%
COCCc1noc(CNC(=O)c2ccc(-c3ccccc3Cl)o2)n1	2.6%
Cc1ccc(C)c(/C(O)=C2\C(=O)C(=O)N(c3nnc(C)s3)C2c2ccccc2)c1 (stereo unspecified)	u
NCc1ccc(CN2CCCCC2)cc1	u
O=C(Nc1cccc(C(=O)O)c1O)c1ccco1	u
CC(C)c1noc(-c2cccn3c(CNC(=O)CCc4ccccc4)nnc23)n1	86.1%[activator]
COc1ccc2cc(C(=O)OCC(=O)NCC3CCCO3)c(C)nc2c1 (stereo unspecified)	-19.6%
Next part
SMILES	12-LOX inh
COc1ccc(NC(=O)Cn2c(Nc3ccc(F)c(C)c3)nc(C)cc2=O)cc1OC	u
Cc1csc(CN(C)C(=O)c2sc3ncnc(NCC4CCCO4)c3c2C)n1 (stereo unspecified)	-3.1%
CCCCNC(=O)C1(C)CCCCN1C(=O)C1(c2ccc(Cl)cc2)CCCC1 (stereo unspecified)	-6.1%
O=C(NCc1ccc(Cl)cc1)c1ccc2cc[nH]c2n1	u
COc1ccc(-c2ccnc3nc(C(C)C)nn23)cc1OC	40.4%
O=C(C1CN(c2cccc(Cl)c2)C(=O)N1)N1CCCC1 (stereo unspecified)	u
COc1ccc(/C=C/c2nc(C#N)c(NCCCN3CCOCC3)o2)cc1OC	-25.7%
Cn1c(=O)[nH]c(=O)c2c1nc(SCC(=O)OCc1ccccc1)n2Cc1ccccc1Cl	u
Cn1nnnc1C1CCCN(C(=O)C2CC2)C1 (stereo unspecified)	35.4%[activator]
CC(C)c1noc(-c2cn(C3CCN(C(=O)COc4ccc(F)cc4)C3)nn2)n1 (stereo unspecified)	6.3%
CC(NC(=O)C1CCN(c2ccc(C#N)cn2)CC1)c1ccc(Cl)cc1Cl (stereo unspecified)	-8.6%
C#CCNC(=O)C[C@@H]1c2nc(NC(=O)c3ccc(F)cc3)sc2C[C@@H]2[C@](C)(CO)[C@H](O)CC[C@]21C	19.4%
COC[C@@H]1CN(C(=O)c2ccco2)C[C@H]1c1nc(C2CC2)no1	-0.6%
O=C1N(Cc2ccc(F)cc2)C[C@H]2CN(Cc3cnc4ccccc4c3)CCN12	-0.1%[176 µM]
CC1CCCN(C(=O)Cn2nc(C(=O)O)c3ccccc3c2=O)C1 (stereo unspecified)	0.6%
COCc1cccc(C(=O)N2CC[C@@]3(O)CCN(S(C)(=O)=O)C[C@H]3C2)n1	u
O=C(NCc1cccc2ccccc12)C1(c2ccc(Cl)cc2)CCOCC1	u
CCn1ncc(N2CCC(NC(=O)c3ccc(C)cc3C)CC2)cc1=O	5.6%
O=C(C1=NOC2(C1)C(=O)Nc1ccccc12)N1CCOCC1 (stereo unspecified)	0.6%
CCCNC(=O)N1CCC(N2C(=O)[C@H](OCCOC)[C@@H]2c2ccncc2)CC1	34.5%[activator]

Filtered by structure: the entries above with an NH in an aromatic ring (ten)
SMILES	12-LOX inh
O=C(CCc1c[nH]c2ccccc12)Nc1cccc(Cl)c1	u
COCc1nc(C2CC(NC(=O)c3c(F)ccc(C)c3Cl)C2)cc(=O)[nH]1 (stereo unspecified)	121.4%[activator]
O=C(c1[nH]nc2c1COc1ccccc1-2)N1CCC(Cc2nncn2CC2CC2)CC1	110.1%[activator]
c1ccc2cc3n[nH]nc3cc2c1	-26.6%
CC(OC(=O)c1cc(Br)c[nH]1)C(=O)c1c[nH]c2ccccc12 (stereo unspecified)	u
CC(C)C(=O)Nc1ccc2c(C(C(=O)O)N3CCN(c4cccc(Cl)c4)CC3)c[nH]c2c1 (stereo unspecified)	38.7%[activator]
CCn1c(N2CCN(Cc3ccc(Br)cc3)CC2)nc2c1c(=O)[nH]c(=O)n2C	-21.2%
Cc1[nH]nc(CCC(=O)N2CC[C@@H](NC(=O)c3cnccn3)[C@H](O)C2)c1C	-0.6%
O=C(NCc1ccc(Cl)cc1)c1ccc2cc[nH]c2n1	u
Cn1c(=O)[nH]c(=O)c2c1nc(SCC(=O)OCc1ccccc1)n2Cc1ccccc1Cl	u

Next section
SMILES	12-LOX inh
O=C(O)C/C(=C/c1ccc(Cl)cc1Cl)c1nc2ccccc2o1	u
Cc1ccc(OCC(=O)N2CCC(c3noc(-c4ccncc4)n3)C2)cc1 (stereo unspecified)	12.4%
COc1ccccc1-c1cc(C(=O)NC(C)C)nn2cccc12	u
O=C(Cc1ccccc1Br)N1CCN(c2cc(-c3cccs3)[nH]n2)CC1	-16.1%
CC1=NOC2(CCN([S+](=O)([O-])c3cccc(C(F)(F)F)c3)C2)C1 (stereo unspecified)	52.0%[activator][176 µM]
O=C(Nc1ccc(OC(F)(F)F)cc1)c1cc(-c2ccc[nH]2)n[nH]1	15.8µM*
O=C(c1ccc2c(c1)OCO2)N1CCC(c2n[nH]c(=O)n2Cc2ccc(F)cc2)CC1	7.2%
O=C1NC2(CCN(C(=O)c3ccccc3)C2)Oc2ccccc21 (stereo unspecified)	8.6%[176 µM]
CC(C)c1ccccc1OCC(O)Cn1cnc2c(cnn2-c2ccc(F)cc2)c1=O (stereo unspecified)	u
COc1ccc(C2Nc3c(C)cc(C)cc3-c3cc(C)nn32)cc1OC (stereo unspecified)	28.2%
C/C(=N\Nc1ccc([N+](=O)[O-])cc1)c1ccc(C)cc1C	u
COc1ccccc1N1CCN(C(=O)C[C@@H]2O[C@H](CNS(=O)(=O)c3ccc(Cl)cc3)[C@@H](O)[C@H]2O)CC1	4.4%
NC(=O)N/N=C/c1cccc([N+](=O)[O-])c1	6.4%
CC(C)CC(NC(=O)C1CC1)c1cccs1 (stereo unspecified)	-5.9%
CCOc1ccc(C(=O)NC2CC(c3cc(N4CCOCC4)ncn3)C2)o1 (stereo unspecified)	-5.2%
N#Cc1cccnc1NCCCNc1ncccc1C#N	7.2%
CCOC(=O)c1c(NC(=O)C(=O)NCc2ccncc2)sc2c1CC(C)(C)OC2	44.0%[activator]
Cc1cc(Oc2cccnc2)ccc1NC(=O)Cc1c[nH]c2ccccc12	-11.1%
Cc1c(C)c2ccc(OCC(=O)NCc3cccnc3)cc2oc1=O	-3.6%
CC(=O)N1CCC(C(=O)N2CC(c3nc(CCOc4cccc(C)c4)no3)C2)CC1	87.6%[activator]
O[C@@H]1C[C@@H](c2nc(-c3cnccn3)no2)N(CC2CCCCC2)C1	79.1%[activator][176 µM]
CCc1cc(N2CCC(N3CCSCC3)CC2)n2nccc2n1	-7.5%
CCOc1ccc(N(C(C)C(=O)N(C)Cc2ccccc2)S(C)(=O)=O)cc1 (stereo unspecified)	4.1%
Cc1cc(C)cc(C(=O)NCCn2ccn3nc(-c4ccc(F)cc4)cc3c2=O)c1	28.5%
COc1ccc(Nc2nc(-c3ccc(CN(C)C(C)=O)cc3)cs2)cc1	u
CN(C)c1nc2c(c(=O)[nH]1)CCN(Cc1ccc(F)cc1)CC2	39.4%[activator]
CC(=O)c1c(C)[nH]c(-c2csc(NC3CCCCC3)n2)c1C	8.8%
COCCNC(=O)CCCN1C(=O)COc2ccc(C(=O)COc3ccc(C)cc3Cl)cc21	12.9%
COC(=O)[C@H](Cc1ccccc1)N1CC(N2CCCC2)CS1(=O)=O (stereo partly specified)	13.3%
O=c1c(-c2cccs2)nc2cnc(N3CCOCC3)nc2n1Cc1cccs1	0.0%

Arranged by value in 12-LOX inh (falling): three from the list above
SMILES	12-LOX inh
COC(=O)[C@H](Cc1ccccc1)N1CC(N2CCCC2)CS1(=O)=O (stereo partly specified)	13.3%
COCCNC(=O)CCCN1C(=O)COc2ccc(C(=O)COc3ccc(C)cc3Cl)cc21	12.9%
CCc1cc(N2CCC(N3CCSCC3)CC2)n2nccc2n1	-7.5%

(next part)
SMILES	12-LOX inh
CC(C)(C)c1ccc(C(=S)NCCCN2CCCC2=O)cc1	-34.5%
Cc1ccc(/C=C/C(=O)NCc2ccco2)cc1	12.7%
COc1cc(CN(CC2CCCO2)C(=O)COc2ccc(Cl)cc2C)cc(OC)c1OC (stereo unspecified)	12.6%
c1ccc2nc(-c3nnc4sc(-c5ccncc5)nn34)ccc2c1	28.0%
COc1cccc(-c2cc3c(=O)n(CCNC(=O)Cc4ccccc4C)ccn3n2)c1	-10.9%
COCCN1CC(CO)C2(CCN(Cc3sccc3C)CC2)C1 (stereo unspecified)	73.9%[activator]
CC1(C(=O)NCc2ccccc2)Cn2nc(-c3ccccc3)cc2C(=O)N1Cc1ccco1 (stereo unspecified)	-16.4%
CC(=O)c1sc(NC(C)C)c(C#N)c1N	17.8µM*
CO[C@H]1C(=O)N(C2CCN(S(=O)(=O)Cc3ccccc3)CC2)[C@H]1c1ccncc1	42.5%[activator]
Cc1cccc(CNc2ncncc2-c2ccc(C(=O)N(C)C)cc2)c1	-23.9%
CCn1nc(C(=O)OC(C(=O)NC(N)=O)C(C)C)c2ccccc2c1=O (stereo unspecified)	59.0%[activator]
CCOC(=O)CN1C(C(=O)c2ccccc2)=C(OC(=O)c2ccco2)c2ccccc2S1(=O)=O	-28.3%
COCCN1C(=O)CCc2cc(NC(=O)c3ccc(OC(F)(F)F)cc3)ccc21	64.2%[activator]
